AGP1-GFP MLPCN – alters AGP1-GFP fluorescence in TOR pathway yeast screen; AID 2066; 320,000 tested, 0.02% active; S. cerevisiae AGP1-GFP multiplex flow cytometry, 3 h; GFP as percent of DMSO wells; GFP response vs DMSO, % at 10 µM;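 active = GFP response relative to DMSO above a set limit, near screen average plus 3 SD, cut at about 150% in these data; inconclusive = fewer than 70 cells counted for the yeast strain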;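 also: median GFP channel fluorescence of the gated AGP1 strain per well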
LAP4 TOR yeast – modulators of TOR pathway LAP4-GFP in S. cerevisiae | GFP response vs DMSO, % at 10 µM | S. cerevisiae LAP4-GFP multiplex, flow cytometry GFP, 3 h; median GFP as percent of DMSO wells | AID 2023 | 320,000 tested, 0.34% active;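 active = GFP response vs DMSO above a set limit, about the screen mean plus 3 SD, cut at about 150% in these data; inconclusive = under 70 cell events counted for the yeast strain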
CIT2-GFP yeast – modulators of TOR pathway CIT2-GFP in S. cerevisiae | S. cerevisiae CIT2-GFP strain, flow cytometry, 3 h; 100 means same as DMSO wells | GFP response vs DMSO, % at 10 µM | 320,000 tested, 0.065% active | AID 2029;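 active = GFP response relative to DMSO above a set limit, near the screen mean plus 3 SD, cut at about 150% in these data; inconclusive = Fewer than 70 cells measured for a yeast strain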;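 also: ratio of well median GFP fluorescence to mean of DMSO wells on the plate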
proCasp7 act – counter-screen: procaspase-7 (human) activation; P55210; recombinant procaspase-7, Ac-DEVD-pNA absorbance 405 nm; D23A/D198A/D206A triple mutant, cannot self-cleave; scale: DMSO 0, 5 µM enzyme 100; 330,000 tested, 0.093% active; activation, % at 8.5 µM;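 active = percent activation above the screen-wide mean plus 3 SD, cut at about 25% in these data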
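Replicates: singlicate. Assay system: Procaspase-7 triple mutant (PC-7 D3A). Signal: 405 nm absorbance of p-nitroaniline. Times: 1 h preincubation, 2 h reaction. Buffer or medium: Zinc-free HEPES pH 7.4 with 300 mM NaCl, 0.01% Triton X-100. Also added: DEVD-pNA substrate. Benchmarks: DMSO wells as 0%, DMSO with 5 µM added PC-7 as 100%.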
AHR act – activators of human aryl hydrocarbon receptor | P35869 | 320,000 tested, 2.5% active | AID 2796 | activation, % at 5 µM | AHR-responsive luciferase reporter cells, luminescence; in the data active = activation above about 47%;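 also: 0% = vehicle wells and 100% = reference agonist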
Target sequence (P35869 whole entry, looked up): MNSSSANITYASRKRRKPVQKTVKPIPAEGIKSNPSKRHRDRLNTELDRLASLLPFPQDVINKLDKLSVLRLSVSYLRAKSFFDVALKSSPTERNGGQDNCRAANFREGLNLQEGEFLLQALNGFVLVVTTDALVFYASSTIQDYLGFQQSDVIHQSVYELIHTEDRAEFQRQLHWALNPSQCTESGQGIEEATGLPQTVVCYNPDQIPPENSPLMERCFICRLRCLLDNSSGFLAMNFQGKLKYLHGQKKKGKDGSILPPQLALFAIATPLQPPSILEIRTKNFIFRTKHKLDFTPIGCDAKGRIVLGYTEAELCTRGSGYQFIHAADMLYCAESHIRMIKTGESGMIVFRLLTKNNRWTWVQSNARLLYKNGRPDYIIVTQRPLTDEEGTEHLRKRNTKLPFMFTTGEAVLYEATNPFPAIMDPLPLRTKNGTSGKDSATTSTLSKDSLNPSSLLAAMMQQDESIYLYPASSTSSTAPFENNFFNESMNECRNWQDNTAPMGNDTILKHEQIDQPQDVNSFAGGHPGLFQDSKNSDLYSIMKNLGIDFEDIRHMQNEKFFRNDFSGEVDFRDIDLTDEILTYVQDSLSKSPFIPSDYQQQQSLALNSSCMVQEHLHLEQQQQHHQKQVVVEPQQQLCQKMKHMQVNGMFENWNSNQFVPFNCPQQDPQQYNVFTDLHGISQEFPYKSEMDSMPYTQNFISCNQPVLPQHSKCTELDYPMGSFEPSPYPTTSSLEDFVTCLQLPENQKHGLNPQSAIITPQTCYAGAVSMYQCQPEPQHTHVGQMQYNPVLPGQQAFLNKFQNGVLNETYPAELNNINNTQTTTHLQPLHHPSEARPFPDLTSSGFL
RPL19A TOR yeast – yeast TOR pathway RPL19A-GFP modulation | S. cerevisiae RPL19A-GFP strain, flow cytometry, 3 h; hits give low values | percent response vs DMSO, % at 10 µM | 330,000 tested, 0.3% active | AID 2025;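 active = percent response vs DMSO below 50%; inconclusive = fewer than 70 events counted for the yeast strain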;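 also: median channel GFP fluorescence of the barcoded RPL19A-GFP strain; ratio of sample median GFP to plate DMSO average so 100% = DMSO; lower means less RPL19A-GFP as with rapamycin TOR inhibition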
procasp3 activ – procaspase-3 (human) activation | activation, % at 8.5 µM | 330,000 tested, 0.11% active | recombinant procaspase-3 D3A, Ac-DEVD-pNA absorbance 405 nm | P42574;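 active = activation above the mean of all tested compounds plus 3 SD, cut at about 21% in these data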;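 also: 0% = DMSO alone and 100% = DMSO wells spiked with extra 5 µM PC-3 D3A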
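assay system = Procaspase-3 D3A mutant | signal = absorbance at 405 nm, 0 and 120 min | times = 1 h preincubation plus 2 h reaction at 25 °C | repeats = single replicate | read-out = % activation between DMSO and enzyme-spiked controls | medium = Zinc-free HEPES saline buffer with Triton X-100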
MEP2 TOR yeast – yeast TOR pathway MEP2-GFP modulation; GFP response vs DMSO, % at 10 µM; AID 2016; S. cerevisiae MEP2-GFP strain, flow cytometry GFP, 3 h; 100% = DMSO control level; 330,000 tested, 0.51% active;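 active = GFP response versus DMSO above a set limit, roughly screen mean plus 3 SD, cut at about 180% in these data; inconclusive = fewer than 70 cells counted for a yeast strain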;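 also: median GFP fluorescence of the barcode-gated MEP2-GFP cells per well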
* hit, by the source's call; ? = inconclusive; / = no result given; [ ] = dose if it differs, or a comment.

SMILES	AGP1-GFP MLPCN	LAP4 TOR yeast	CIT2-GFP yeast	proCasp7 act	AHR act	RPL19A TOR yeast	procasp3 activ	MEP2 TOR yeast
CCC1CCCCN1CCCNC(=O)Cn1nc(-c2ccc(C)cc2)ccc1=O (configuration not stated)	101	93	101	14	0	97	3	100
O=C(CSc1nc(-c2cccs2)cc(C(F)(F)F)n1)Nc1cc(OCC(F)(F)F)cc([N+](=O)[O-])c1	100	96	102	6	0	100	-6	97
COc1cc(/C=N/OCC(=O)NC2CCCCC2C)ccc1OCc1ccc(Cl)cc1 (configuration not stated)	105	101	102	2	7	103	1	103
Oc1c(Cl)cc(Cl)cc1C=Nc1cc(C(F)(F)F)ccc1N1CCc2ccccc2C1	107	/	99	13	68*	106	10	112
Cc1ccc(CS(=O)(=O)c2ccccc2-c2nnc(-c3ccc(Cl)cc3)o2)cc1	115	101	108	-4	-1	103	-2	101
CCCOC(=O)Nc1nnc(CCC)s1	88	98	96	0	6	87	0	92
O=C1[C@H]2[C@@H](c3ccc(F)cc3)N3C(=O)N(c4cccc(Cl)c4)C(=O)[C@@]3(Cc3ccccc3)[C@H]2C(=O)N1C1CCCCC1	85	123	102	0	2	98	3	94
O=C(Nc1cccn(Cc2ccccc2)c1=O)NC1CCCCC1	102	91	103	2	2	98	4	99
O=C(CCN1CCCCCC1)Nc1cccc(F)c1	110	98	109	8	-1	103	0	96
O=C(c1c[nH]c(=O)n(-c2ccccc2)c1=O)N1CCc2ccccc21	100	99	104	2	3	101	1	102
Cc1ccc(CN2CCN(C3CCC3)CC2CCO)cc1 (configuration not stated)	103	101	106	-1	-1	101	7	110
COc1ccc(CNC(=O)C(=O)NCc2ccncc2)cc1	99	96	101	-6	2	102	7	102
Cc1cc(=O)n2nc(N3CCCC(C(=O)NCc4ccccc4C)C3)sc2n1 (configuration not stated)	90	106	91	-5	2	97	-2	105
Cc1ccc(C(=O)NNC(=O)Cc2ccccc2)cc1	102	102	105	-5	3	/	3	100
Cc1ccc(C)n1-n1c(C)nc2scc(-c3cccs3)c2c1=O	101	102	103	10	5	100	0	103
CN(C)c1ccc(C(=O)OCC(=O)NCCC2=CCCCC2)cc1	107	113	101	16	-1	99	-3	105
COc1ccc(CC(=O)NCC(=O)NC(Cc2ccccc2)C(=O)O)cc1 (configuration not stated)	102	106	111	-2	3	91	-8	94
CC(=O)NC12CC3CC(C1)CC(C(=O)Nc1nc4ccc(S(C)(=O)=O)cc4s1)(C3)C2	96	84	95	6	4	102	0	101
O=C(CCn1nnc2ccccc21)OCC(=O)c1ccc([N+](=O)[O-])cc1	102	104	105	-4	1	99	-5	98
CN(C)c1cc[n+](CC[n+]2ccc(N(C)C)cc2)cc1	101	95	96	0	-1	103	8	104
O=C(NC1CCCCC1)c1ccc(CS(=O)(=O)c2ccc(Cl)cc2)o1	107	99	112	-1	2	98	8	111
CC1(C)Cc2nc(N)c(C(=O)NCCO)cc2CO1	102	99	98	18	1	98	1	102
O=C1N/C(=N/S(=O)(=O)c2ccccc2)S/C1=C/c1cccnc1	110	99	116	16	4	117	10	119
CC(/C=N/Nc1ccc2nncn2n1)=C\c1ccccc1	112	145	133	11	0	105	-3	171
O=C(Nc1nnc(C(F)(F)F)s1)c1c(F)cccc1F	99	105	120	5	2	101	-16	103

New compounds follow:
SMILES	AGP1-GFP MLPCN	LAP4 TOR yeast	CIT2-GFP yeast	proCasp7 act	AHR act	RPL19A TOR yeast	procasp3 activ	MEP2 TOR yeast
COCCN(C(=O)c1cc(-c2ccncc2)nc2ccccc12)c1c(N)n(CC(C)C)c(=O)[nH]c1=O	101	95	92	4	4	99	-2	100
Cc1ccc2cc3cc(C(=O)N4CC(C)CC(C)C4)oc3nc2c1 (configuration not stated)	100	107	98	2	25	107	7	103
COc1ccccc1N1CCN(Cc2cccc(OC)c2OC)CC1	102	96	105	2	5	99	-1	99
CCOc1ccc(CCNC(=O)CSc2cc(=O)n(C)c3ccccc23)cc1OCC	102	98	102	-3	-2	103	4	102
CCCc1cc(=O)n2[nH]c(C)cc2n1	102	103	103	10	0	99	9	99
COc1cc(S(=O)(=O)N2CCN(c3ccccc3)CC2)ccc1Cl	91	94	96	-1	2	90	10	101
COCCCNC(=O)CC(NS(=O)(=O)c1ccc(Cl)cc1)c1ccco1 (configuration not stated)	106	100	111	-5	-3	105	-6	104
C=CCNc1nc2ccccc2nc1NS(=O)(=O)c1ccc(Br)cc1	109	100	111	1	-1	102	12	104
CCN(CC)CCn1c2c(c(SCC(=O)Nc3cc(C)on3)nc1=O)CCCC2	104	106	95	7	0	100	2	92
COc1cc2c(cc1OC)CN(C(=O)c1cc(S(=O)(=O)N3CCOCC3)ccc1Cl)CC2	105	98	103	8	1	101	0	99
Cc1ccc(S(=O)(=O)C2(C(=O)Nc3ccc(C(C)C)cc3)CC2)cc1	103	103	101	-1	5	100	-5	101
CC1(C)Cc2c(sc3nc(-c4ccccc4Cl)n(N)c(=O)c23)CO1	96	106	100	6	-1	97	8	99
Cc1ccc(CNC(=O)[C@@H](NC(=O)C2CCN(C(=O)[C@@H](N)CC(C)C)CC2)C(C)C)cc1	99	94	102	-1	0	96	2	105
Cc1nc2c(C#N)c(-c3ccc(Cl)cc3)ccn2n1	105	119	107	5	3	102	1	101
c1ccc(CN(Cc2ccco2)C(c2ccncc2)c2nnnn2C2CCCC2)cc1 (configuration not stated)	114	96	105	-2	-1	105	-2	106
COc1ccc(Cl)cc1N1C(=O)C2CCCN2C1c1cccc(F)c1 (configuration not stated)	109	108	108	7	5	100	-2	111
CCOC(=O)C1CCN(C(=O)C2CCN(S(=O)(=O)c3c(C)noc3C)CC2)CC1	100	102	90	12	0	100	1	101
COc1ccccc1NC(=O)C1C2C=CC3(CN(Cc4cccnc4)C(=O)C13)O2 (configuration not stated)	109	107	125	6	0	105	0	97
COc1ccc2nc(/N=C(\N)NC(=O)Nc3ccccc3)nc(C)c2c1	94	93	92	-5	16	90	2	104
c1ccc(-c2noc(CC3CCCCC3)n2)cc1	106	103	108	-15	3	99	-5	100
Cc1cccc(NC(=O)CSCc2cc(=O)n3nc(C4CC4)sc3n2)c1	106	101	105	3	0	105	6	109
CCCc1cc(-c2n[nH]c(C(=O)OCC)c2-c2cscn2)c(O)cc1O	93	93	102	2	3	/	4	98
Brc1ccc(-n2cnc(-c3ccccc3)c2)cc1	75	76	88	4	14	88	12	83
COc1ccc(CN(Cc2cccn2C)S(=O)(=O)c2ccc(F)cc2)cc1	97	101	90	-8	0	97	-21	92
CCCNC(=O)NC(=O)CSc1ccc2c(c1)OCCO2	104	100	101	1	1	93	-1	107

Other entries:
SMILES	AGP1-GFP MLPCN	LAP4 TOR yeast	CIT2-GFP yeast	proCasp7 act	AHR act	RPL19A TOR yeast	procasp3 activ	MEP2 TOR yeast
COc1cc(/C=N/NC(=O)CN2CCOCC2)ccc1OCc1ccccc1	93	91	96	4	2	99	-4	103
COc1cc(/C=C(/NC(=O)c2ccccc2)C(=O)Nc2cccc(O)c2)c([N+](=O)[O-])cc1OC	109	105	101	5	16	103	7	106
CCOc1ccc(CNC(=S)NCc2ccc(OCC)cc2)cc1	98	105	104	2	3	107	2	104
Nc1ccccc1SC1CC(=O)N(c2ccccc2Cl)C1=O (configuration not stated)	89	93	98	2	2	100	-3	103
CCOC(=O)c1c(C)n(C)c2ccc(O)c(CN3CCC(C)CC3)c12	92	92	91	9	15	96	7	98
O=C(COc1ccc(Cl)cc1Cl)NCCC1=CCCCC1	101	106	95	9	0	101	4	113
Cc1c(Cl)cccc1NC(=S)NCc1cccs1	97	101	100	-1	2	98	1	102
COc1ccc(-n2c(=S)[nH]c3cc(C(=O)NCc4ccco4)ccc3c2=O)cc1OC	106	102	105	6	-2	101	-8	106
Cc1ccccc1-n1ncc2c1CC(C)(C)CC2NC(=O)CN1CCCC1=O (configuration not stated)	103	93	98	2	0	106	-7	98
CCN(C(=O)COC(=O)CNC(=O)c1ccc(C)s1)c1ccccc1	99	106	91	2	-1	97	0	96
COc1ccc2[nH]c(=O)c(CN(CCc3cccc(C)c3)C(C)=O)cc2c1	102	106	105	0	7	105	-7	101
Cc1ccc(CNC(=O)c2cn(C3CCCCC3)c(=O)c3c2c2ccccc2n3C)o1	100	98	103	-5	13	99	-8	101
COc1ccccc1/C=N/NC(=O)c1cccc2ccccc12	104	91	105	-4	8	110	-7	110
CCN(CC)c1ccc2c(c1)oc(=O)c1c(Cl)cc(=O)oc12	?	105[may fluoresce violet]	?	-43	15	16*[may fluoresce violet]	-22	167[may fluoresce violet]

Bioassay records: PubChem BioAssay, several laboratories
